Bioassay records as filed in PubChem.
SMARCA2 act: activators of SMARCA2 function; activation, % at 9.1 µM; MG213 cells, MMTV-luciferase reporter, dexamethasone, overnight; 1% of 370,000 active; in the data active means activation above about 7.8%;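 further: 0% = vehicle wells and 100% = reference activator wells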
hcDAF-12 act: H. contortus DAF-12 activation, primary screen; HEK293 hcDAF-12 lit1-tk-luc reporter, luminescence; 0% DMSO, 100% Δ7-dafachronic acid; activation, % at 6.8 µM; 1.4% of 370,000 active; AID 652067;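 active means activation above the mean of all tested compounds plus 3 SD, cut at about 5.5% in these data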;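 further: 100% = response to 3 µM Δ7-dafachronic acid high control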
PLCg1 inh: inhibitors of human phospholipase C gamma1. AID 720700. inhibition, % at 12.2 µM. 0.84% of 370,000 active. purified PLC-gamma1, fluorogenic substrate, fluorescence. P19174; in the data active means inhibition above about 9.5%
hgDAF-12 ag: hgDAF-12 agonism, primary luciferase screen; AID 687014; 1.8% of 370,000 active; HEK293 GAL4-hgDAF12 UAS-luciferase reporter, agonist luminescence; normalized to butyrate control; activation, % at 6.8 µM;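 active means activation above a cutoff set at the mean of all screened compounds plus 3 SD, cut at about 10% in these data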;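 further: 0% = DMSO wells and 100% = sodium butyrate wells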
Rev-erbA mod: Rev-erb alpha (human) modulation | P20393 | Rev-erbα–FITC-DNA binding, fluorescence polarization, 90 min | activity, % at 10 µM | 0.79% of 370,000 active;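 active means activity above about 14%, limit read from the data; passing the limit was not always enough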;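 further: 0% = DMSO wells with 35 nM protein and 100% = DMSO wells with 750 nM protein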
MBD2 DNA inh: MBD2-methylated oligo binding inhibition; TR-FRET, MBD2 binding to methylated oligonucleotide; 0.31% of 370,000 active; inhibition, % at 4.4 µM; in the data active means inhibition above about 13%
ssDAF-12 act: activators of S. stercoralis DAF-12 nuclear receptor. HEK293 ssDAF-12/GRIP1 lit1-tk-luc reporter, luminescence; % of 3 µM dafachronic acid response. activation, % at 6.8 µM. 1% of 370,000 active;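 active means activation above the mean over all tested compounds plus 3 SD, cut at about 0.9% in these data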;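 further: 0% = DMSO-only wells and 100% = 3 µM delta7-dafachronic acid wells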
DAX1 inh-1: blocks DAX1 repression of SF-1 activated StAR promoter | HEK293T StAR-luciferase reporter, SF-1/DAX-1 repression relief | inhibition, % at 6.8 µM | 1.1% of 370,000 active | AID 652010;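 active means inhibition above the mean over all tested compounds plus 3 SD, cut at about 3.6% in these data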;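 further: 0% = DAX-1 cells with DMSO and 100% = cells lacking DAX-1 with DMSO; higher inhibition means more luminescence from relief of DAX-1 repression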
ADAM17 inh: inhibits human ADAM17; inhibition, % at 6.95 µM; P78536; 0.83% of 370,000 active; recombinant ADAM17, EDANS/DABCYL FRET peptide cleavage;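 active means inhibition above the mean of compounds lying between control limits plus 3 SD, set per campaign, cut at about 8.5% in these data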;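 further: 0% = DMSO-only wells as the low control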
PLC-beta3 inh: PLC-beta3 (human) inhibition, primary screen | Purified PLC-beta3, fluorogenic substrate, fluorescence | inhibition, % at 12.2 µM | 0.18% of 370,000 active | AID 720704; in the data active means inhibition above about 11%;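 further: 0% = median of compound wells on plate and 100% = full blocker control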
Target sequence (Q01970 whole entry, looked up): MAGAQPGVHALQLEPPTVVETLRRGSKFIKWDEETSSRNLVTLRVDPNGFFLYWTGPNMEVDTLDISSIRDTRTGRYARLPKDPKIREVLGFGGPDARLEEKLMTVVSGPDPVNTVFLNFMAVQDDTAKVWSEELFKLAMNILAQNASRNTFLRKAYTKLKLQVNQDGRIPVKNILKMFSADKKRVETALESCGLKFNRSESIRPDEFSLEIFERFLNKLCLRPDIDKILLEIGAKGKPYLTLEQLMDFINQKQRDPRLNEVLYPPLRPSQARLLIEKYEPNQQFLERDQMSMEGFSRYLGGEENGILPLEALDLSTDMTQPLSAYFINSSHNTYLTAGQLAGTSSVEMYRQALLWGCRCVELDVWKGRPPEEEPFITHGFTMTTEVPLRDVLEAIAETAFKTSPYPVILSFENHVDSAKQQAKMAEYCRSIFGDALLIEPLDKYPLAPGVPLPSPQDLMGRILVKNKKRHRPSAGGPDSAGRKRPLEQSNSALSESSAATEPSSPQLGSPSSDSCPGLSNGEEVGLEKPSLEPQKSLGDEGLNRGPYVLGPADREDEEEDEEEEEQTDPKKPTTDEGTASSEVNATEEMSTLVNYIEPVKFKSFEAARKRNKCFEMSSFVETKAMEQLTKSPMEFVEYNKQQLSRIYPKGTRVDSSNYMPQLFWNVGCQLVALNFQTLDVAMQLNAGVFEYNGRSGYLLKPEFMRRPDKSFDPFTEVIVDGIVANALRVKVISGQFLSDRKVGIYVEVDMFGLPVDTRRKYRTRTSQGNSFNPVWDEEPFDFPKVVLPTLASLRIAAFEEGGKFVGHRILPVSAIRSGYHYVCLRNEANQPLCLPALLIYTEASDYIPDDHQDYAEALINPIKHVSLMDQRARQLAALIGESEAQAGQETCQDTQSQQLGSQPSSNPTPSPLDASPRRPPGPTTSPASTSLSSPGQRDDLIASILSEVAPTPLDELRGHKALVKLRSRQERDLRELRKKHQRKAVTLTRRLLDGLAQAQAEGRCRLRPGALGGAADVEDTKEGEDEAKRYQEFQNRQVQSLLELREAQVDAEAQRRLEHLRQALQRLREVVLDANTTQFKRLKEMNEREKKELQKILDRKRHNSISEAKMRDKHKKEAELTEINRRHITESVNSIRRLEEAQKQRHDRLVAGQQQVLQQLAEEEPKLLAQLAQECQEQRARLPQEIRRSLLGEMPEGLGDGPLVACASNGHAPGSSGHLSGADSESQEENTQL
DAX1 inh-2: inhibits human nuclear receptor DAX1; P51843; HEK293 Gal4-DAX1 luciferase reporter, luminescence; inhibition, % at 6.75 µM; 0.99% of 340,000 active; AID 504766;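 active means inhibition above the mean over all tested compounds plus 3 SD, cut at about 4.2% in these data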;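 further: 0% = DAX1-transfected cells with DMSO and 100% = empty-vector control cells with DMSO; inhibition shows as a rise in luminescence from relieved DAX1 repression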
* = called active by the depositor; i = inactive; · = not tested or not shown. An unsorted share of the library (roughly 7.4% active in at least one column).

The opening eight compounds, to show the layout:
SMILES	SMARCA2 act	hcDAF-12 act	PLCg1 inh	hgDAF-12 ag	Rev-erbA mod	MBD2 DNA inh	ssDAF-12 act	DAX1 inh-1	ADAM17 inh	PLC-beta3 inh	DAX1 inh-2
CSc1cccc(NC(=O)C2CCN(S(=O)(=O)c3ccc(F)cc3)CC2)c1	0	-1.8	4	-0.1	9	-5	-1.2	-0.7	5	0	-1.2
CCOC(=O)N1CCN(C(=O)Cn2ccc3ccccc3c2=O)CC1	-3	-0.8	1	-1.6	3	8	-0.8	-0.8	-3	0	-0.7
CC1=NN(C(=O)CSCc2ccccc2)C(O)(c2ccc(Cl)cc2)C1 (stereo not given)	1	-0.9	0	-2.7	7	-6	-2.0	-0.3	5	-2	-0.5
Cn1c(=O)[nH]c(=O)c2c1nc(CN1CCN(c3cccc(Cl)c3)CC1)n2CCc1ccccc1	-2	-1.8	-1	0.1	-3	-11	-1.8	-0.4	-3	0	-0.3
Cn1c(NC(=O)c2cc(Br)ccc2Cl)cc(=O)n(C)c1=O	1	-0.6	-7	1.0	-5	-11	-1.3	-0.5	0	0	0.8
O=C(CCCn1c(=O)c2ccccc2n(Cc2ccccc2)c1=O)NCc1ccco1	0	-1.6	0	-1.8	-2	-4	-1.5	-0.5	0	0	0.2
Cc1cc(C)n2nc(C(=O)Nc3nnc(C4CC4)s3)nc2n1	1	0.0	1	-0.7	-10	1	-0.6	-0.1	-5	3	2.0
Cc1ccc(OCCNC(=O)c2cccc(S(=O)(=O)N3CCN(Cc4ccccc4)CC3)c2)cc1	-1	-2.8	-2	-1.9	-3	0	-1.5	-3.0	7	-4	-0.3

All compounds of this part, previewed entries included:
SMILES	SMARCA2 act	hcDAF-12 act	PLCg1 inh	hgDAF-12 ag	Rev-erbA mod	MBD2 DNA inh	ssDAF-12 act	DAX1 inh-1	ADAM17 inh	PLC-beta3 inh	DAX1 inh-2
CSc1cccc(NC(=O)C2CCN(S(=O)(=O)c3ccc(F)cc3)CC2)c1	0	-1.8	4	-0.1	9	-5	-1.2	-0.7	5	0	-1.2
CCOC(=O)N1CCN(C(=O)Cn2ccc3ccccc3c2=O)CC1	-3	-0.8	1	-1.6	3	8	-0.8	-0.8	-3	0	-0.7
CC1=NN(C(=O)CSCc2ccccc2)C(O)(c2ccc(Cl)cc2)C1 (stereo not given)	1	-0.9	0	-2.7	7	-6	-2.0	-0.3	5	-2	-0.5
Cn1c(=O)[nH]c(=O)c2c1nc(CN1CCN(c3cccc(Cl)c3)CC1)n2CCc1ccccc1	-2	-1.8	-1	0.1	-3	-11	-1.8	-0.4	-3	0	-0.3
Cn1c(NC(=O)c2cc(Br)ccc2Cl)cc(=O)n(C)c1=O	1	-0.6	-7	1.0	-5	-11	-1.3	-0.5	0	0	0.8
O=C(CCCn1c(=O)c2ccccc2n(Cc2ccccc2)c1=O)NCc1ccco1	0	-1.6	0	-1.8	-2	-4	-1.5	-0.5	0	0	0.2
Cc1cc(C)n2nc(C(=O)Nc3nnc(C4CC4)s3)nc2n1	1	0.0	1	-0.7	-10	1	-0.6	-0.1	-5	3	2.0
Cc1ccc(OCCNC(=O)c2cccc(S(=O)(=O)N3CCN(Cc4ccccc4)CC3)c2)cc1	-1	-2.8	-2	-1.9	-3	0	-1.5	-3.0	7	-4	-0.3
CC(C)c1nnc(NC(=O)CCC(=O)N2CCN(c3ccc(F)cc3)CC2)s1	-2	-1.2	6	-0.8	6	-2	-1.1	0.4	0	-4	0.2
O=C(NCc1ccccc1Cl)c1cc(=O)[nH]c2ccccc12	8.4*	1.0	-21	-0.3	-1	-3	-0.6	0.2	-18	-41	-0.6
c1ccc(C2=NN(c3ccccc3)C(c3ccco3)C2)cc1 (stereo not given)	-2	-0.3	i	2.3	2	-8	-0.8	-0.2	-367	i	-0.1
COc1ccc(NC(=O)c2cc3nc(-c4ccccc4)cc(C)n3n2)cc1OC	-1	-4.2	-12	-6.6	-2	1	-1.9	-1.5	-1	-13	-1.6
Cc1ccc(C(=O)N/N=C\c2ccc(Br)o2)o1	0	-0.2	-6	4.4	-1	2	-1.2	-0.1	-6	-11	0.1
Cc1coc2cc3oc(=O)c4c(c3cc12)CCCC4	4	1.6	-40	2.2	11	2	-0.1	-1.5	-32	-42	-1.0
CN(C(=O)c1cccc(NC(=O)Cc2ccc(NC(=O)C3CCCN(C(=O)C4CCCCC4)C3)cc2)c1)C1CCC1 (stereo not given)	0	-0.6	1	0.9	1	1	-1.1	-1.1	-1	4	-0.6
Cc1ccc2c(c1)-c1c(ssc1=S)C(C)(C)N2C(=O)CSC1=NCCS1	0	-1.4	0	0.7	16	-1	-1.9	-0.1	-3	-1	0.4
CC(C)CNC(=O)CN(C1CCCCC1)S(=O)(=O)c1ccccc1	-1	-2.3	-3	-0.3	0	4	-1.7	-0.5	-7	2	-0.5
COc1ccc(CCC2(C)NC(=O)NC2=O)cc1 (stereo not given)	8.1*	-1.0	1	0.6	5	2	-1.3	-0.8	1	3	0.4
CCCNc1cc(C)oc(=O)c1C(=O)CCC	0	-2.0	0	0.1	0	5	-1.1	-0.7	-2	-2	3.1
Cc1ccc[n+](-c2[nH]c(=O)sc2/C=N/N=C(\[O-])c2cccnc2)c1	-2	0.2	6	0.8	-8	-6	-1.2	0.3	7	1	0.4
CCn1cc(C(C)NC(=O)Nc2ccccc2C(=O)OC)c(C)n1 (stereo not given)	1	-0.8	-12	-1.3	2	-2	-0.3	-0.4	-20	-9	2.7
COc1ccccc1CNC(=O)CN(C)CC(=O)Nc1ccccc1Br	-2	-1.8	3	-0.8	-4	3	-1.2	-0.9	0	2	-0.3
NS(=O)(=O)c1cccc(NC(=O)COC(=O)COc2ccc3ccccc3c2)c1	0	-0.6	3	-1.0	2	2	-0.8	-0.3	-2	-7	0.0
CCOC(OCC)P(=O)(CNC(c1ccccc1)(c1ccccc1)c1ccccc1)OCC (stereo not given)	-1	-2.4	6	1.3	1	-1	-1.0	-2.4	3	3	·
S=C(N/N=C/c1ccccc1Cl)Nc1ccccc1	3	3.1	-3	11*	-4	1	0.7	1.1	-4	-5	4.4*
C/C=C(\C)C(=O)O[C@@H]([C@H](O)c1cc2ccc(=O)oc2cc1OC)C(C)(C)O	-1	2.0	-41	0.6	1	-2	-0.8	0.1	-111	-55	0.3
CC(C)CNc1nnnc2c1sc1nc(N3CCOCC3)c3c(c12)CCCC3	-2	-1.3	-1	0.9	-5	1	-1.3	-0.5	-1	-4	3.9
O=C(CSc1nnc2sc3ccccc3n12)NCc1ccc2c(c1)OCO2	-3	1.1	0	2.0	-2	2	-1.9	0.3	-2	0	1.7
Cc1c(NS(=O)(=O)c2cccc(C(=O)N3CCC(C(N)=O)CC3)c2)c(=O)n(-c2ccccc2)n1C	-1	0.6	-1	0.2	-2	2	-1.1	0.3	-2	1	0.1
Cc1cc(Cn2nc(-c3ccccc3)cc2C(=O)NCc2cccc(C(F)(F)F)c2)on1	1	-1.3	3	-0.5	2	3	-0.9	-0.4	4	-1	2.4
O=C1Nc2ccc(Br)cc2C1(O)Cc1ccncc1 (stereo not given)	1	0.5	3	0.5	-4	-2	-1.1	0.6	3	4	-0.8
CC(=NNC(=S)N1CC2CCC(CC2)C1)c1ccncn1	-4	-1.5	1	-2.9	-4	2	-1.4	-3.3	-8	-4	-4.2
COc1ccc(CN(C)C2CCCCC2)c(C)c1C	-2	0.9	0	-1.0	5	3	-0.5	-0.1	-6	-1	3.0
Cc1cc(C(=O)Nc2sc3c(c2C#N)CCC3)no1	5	1.1	-3	7.9	-3	-2	-0.1	1.5	-3	-5	1.3
COc1ccc(Nc2nccc(N(C)C)c2C#N)cc1	7	4.4	1	0.8	1	5	-1.2	0.1	-1	1	·
c1cnc(SCCOc2cccc3ccccc23)nc1	2	2.0	-1	8.9	-3	2	-0.3	1.6	1	-2	2.9
O=C(N/N=C/c1coc2ccccc2c1=O)c1cc(O)cc(O)c1	-2	-1.0	0	2.5	-7	0	-1.1	0.1	-2	1	-0.5
CCOc1ccc(S(=O)(=O)N2CCN(C(=O)CCOc3ccccc3C)CC2)cc1	-2	-2.0	2	-3.4	-6	3	-1.6	-3.8	3	-4	-1.8
CC(C)CC(=O)N/C(N)=N/c1nc2ccccc2o1	4	3.2	3	8.8	0	-7	-0.6	1.7	-3	-5	5.3*
O=c1cc(-c2ccc(O)cc2)oc2c(O)c(O)c(O)c(O)c12	3	3.1	-2	1.1	-39	9	-1.3	0.5	-1	-5	1.6
Cc1cccn2c(=O)c(C=O)c(N3CCN(C)CC3)nc12	1	1.1	-67	-0.6	2	-4	-0.7	0.0	-14	-93	4.2
Cc1ccc(N(CCC#N)C(=O)COC(=O)C2CCN(S(=O)(=O)c3ccc(C)c(C)c3)CC2)cc1	-3	1.1	2	0.6	5	-3	-0.4	-0.5	4	-9	1.4
CC(OC(=O)C1CCN(c2ccc(C(F)(F)F)cn2)CC1)C(=O)NC1CCCCC1C (stereo not given)	-4	-0.2	-1	-0.2	2	-3	-0.6	2.8	-1	-2	0.6
CCOC(=O)C1=C(C)N(c2ccc(OC)cc2)C(=O)/C1=C\c1ccc(O)c(OCC)c1	3	3.7	-7	0.4	7	-8	-0.6	-1.1	0	-11	-0.6
CC(C)(C)c1ccc(OCc2nc(-c3ccccn3)no2)c(Br)c1	3	3.0	-1	11*	1	0	0.1	3.2	8.7*	1	2.1
CCOC(=O)CC1(c2ccc(OC)c(OC)c2)C(=O)c2ccccc2C1=O	2	-0.7	0	-0.1	-3	0	0.3	-0.2	1	-6	-1.8
CCCn1c(C)nc2c(c1=O)c1nc3ccccc3nc1n2CCC1=CCCCC1	-1	-2.3	-145	-1.3	2	-8	-1.4	-1.7	-216	-175	0.2
COC(=O)C(NC(=O)c1ccccc1)(Nc1nccs1)C(F)(F)F (stereo not given)	-1	-0.7	3	1.6	7	-2	-1.2	-0.2	-2	6	-0.3
CC(C)NC(=O)CC(=O)N/N=C/c1cccs1	-1	0.3	-1	1.8	-4	-3	-1.8	0.0	-1	2	0.9
CNc1nc(N)c([N+](=O)[O-])c(NCC2CCCO2)n1 (stereo not given)	-1	-1.8	4	0.3	-5	3	-0.7	-0.1	-1	-1	5.2*
CC(C)(C)c1ccc(CN2C(=O)CSC2=O)cc1	1	-1.7	-1	1.1	0	9	-1.9	0.4	-3	0	-0.8
NCCCNC(=O)Cn1c(=O)c2c3c(sc2n(Cc2ccccc2)c1=O)CCCC3	0	-0.8	3	-0.8	-2	-5	-1.1	0.0	0	-4	-1.9
O=C(NCC1CCCO1)c1nn2c(C(F)(F)F)cc(-c3cccs3)nc2c1Br (stereo not given)	0	-1.7	-4	-2.7	26*	-1	-1.2	0.7	4	-16	2.0
COc1ccc(C(=O)OCC(=O)Nc2c(C)cccc2C)c(OC)c1OC	-2	0.8	-1	-0.7	-4	4	-1.5	0.0	-1	-12	-0.2
